# Assay outcomes: PubChem, National Center for Advancing Translational Sciences (NCATS)
# RXFP1 agonist = qHTS Assay for Agonists of the Relaxin Receptor RXFP1. HEK293T-RXFP1 cAMP TR-FRET, 30 min; response scale: percent of porcine relaxin response, buffer zero. Potency, µM (highest dose often 57.5 µM), without a hit: at the highest dose activation, hits mostly activators. actives 0.3% (n = 370,000). Relaxin receptor 1 (Homo sapiens), Q9HBX9; further: potency means the concentration at half of the fitted maximal effect; on the % scale 0 is the no-effect control and ±100 the full control effect; nearly all actives have a fitted effect of over 60% in size; many of its hits are not listed in these tables
#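 HEK293T cells stably expressing RXFP1 were pretreated with the PDE4 inhibitor Ro 20174, exposed to compounds for 30 min at 37C, lysed, and cAMP was read by TR-FRET. Data normalized to buffer (basal) and 29 nM porcine relaxin (100%).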
# Glioma ERSR ind = qHTS for Inducers of the Endoplasmic Reticulum Stress Response (ERSR) in Human Glioma: qHTS; U87-MG GRP78 promoter luciferase reporter, 16 h; Potency, µM, inactives show at the top dose activation, hits mostly activators; actives 0.02% (n = 420,000); further: potency means the concentration at half of the fitted maximal effect; series mostly up to about 76 µM; % of control where 0% means no effect; nearly all actives have a fitted effect of over 35% in size
#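 Stably transfected U87-MG human glioma cells carrying a GRP78-based luminescent sensor were seeded at 1000 cells/well, pin-dosed with compounds and incubated 16 h. Luciferase reagent was then added, and end-point luminescence was read after 10 min at room temperature.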
# D1 potentiator = Potentiators of Human D1 Dopamine Receptor: qHTS; actives 0.036% (n = 360,000); potentiation, % at 10 µM; HEK293 TREx D1 cells, calcium flux, dopamine EC20 potentiation; in the data active means potentiation above about 30%; further: 0% is about no effect
# Target sequence (P21728 whole entry, looked up): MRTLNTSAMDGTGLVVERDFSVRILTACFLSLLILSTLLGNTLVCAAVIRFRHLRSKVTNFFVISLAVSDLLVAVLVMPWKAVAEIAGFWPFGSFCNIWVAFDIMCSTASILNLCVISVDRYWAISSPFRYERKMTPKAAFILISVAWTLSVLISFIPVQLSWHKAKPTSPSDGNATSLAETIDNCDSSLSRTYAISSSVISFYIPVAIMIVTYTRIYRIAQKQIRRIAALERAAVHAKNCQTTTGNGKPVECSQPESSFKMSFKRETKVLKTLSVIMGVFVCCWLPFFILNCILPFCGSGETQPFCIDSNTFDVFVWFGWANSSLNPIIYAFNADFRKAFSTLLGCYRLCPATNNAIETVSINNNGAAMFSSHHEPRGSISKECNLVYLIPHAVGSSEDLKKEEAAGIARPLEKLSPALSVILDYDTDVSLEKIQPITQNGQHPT
# D1 ag = Allosteric Agonists of the Human D1 Dopamine Receptor: qHTS; D(1A) dopamine receptor (Homo sapiens), P21728; HEK293 T-REx D1 cells, calcium flux, agonist mode; activation, % at 2 µM; actives 1% (n = 360,000); in the data active means activation above about 30%; further: 0% is about no effect
#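 Inducible HEK293 T-REx D1 cells, force-coupled to calcium signalling, were plated at 4000 cells/well with tetracycline and held overnight at 30 C. After no-wash calcium dye loading, compound-evoked calcium rise over 180 s flagged agonists.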
# Vif-A3G inh = qHTS for Inhibitors of Vif-A3G Interactions: qHTS; DNA dC->dU-editing enzyme APOBEC-3G (Homo sapiens), Q9HC16; HeLa A3G-eYFP + Vif (tagged APOBEC3G with the HIV-1 protein that degrades it), YFP fluorescence, overnight; Potency, µM (series often up to 46.1 µM), inactives show at the top dose activity, negative = active, hits mostly inhibitors; actives 0.076% (n = 410,000);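 further: potency means the concentration at half of the fitted maximal effect; on the % scale 0 is the no-effect control and ±100 the full control effect; nearly all actives have a fitted effect of over 60% in size; hits raise eYFP signal because A3G escapes Vif-driven loss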
#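 Read-out is eYFP fluorescence (Ex 488/Em 500-530) from Vif-expressing HeLa A3G-eYFP cells; more signal means A3G escaped Vif-mediated degradation. Cells plated overnight, compound pinned in, incubated overnight at 37 deg C.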
# D2 PAM = HTS Assay for Positive Allosteric Modulators of the Human D2 Dopamine Receptor: Primary Screen for Potentiators; actives 0.34% (n = 340,000); D(2) dopamine receptor (Homo sapiens), P14416; HEK293 T-REx D2, calcium flux, EC20 dopamine potentiation; potentiation, % at 10 µM;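 active means potentiation over 3 SD above the plate norm, cut at about 30% in these data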; further: 0% is about no effect
# Target sequence (P14416 whole entry, looked up): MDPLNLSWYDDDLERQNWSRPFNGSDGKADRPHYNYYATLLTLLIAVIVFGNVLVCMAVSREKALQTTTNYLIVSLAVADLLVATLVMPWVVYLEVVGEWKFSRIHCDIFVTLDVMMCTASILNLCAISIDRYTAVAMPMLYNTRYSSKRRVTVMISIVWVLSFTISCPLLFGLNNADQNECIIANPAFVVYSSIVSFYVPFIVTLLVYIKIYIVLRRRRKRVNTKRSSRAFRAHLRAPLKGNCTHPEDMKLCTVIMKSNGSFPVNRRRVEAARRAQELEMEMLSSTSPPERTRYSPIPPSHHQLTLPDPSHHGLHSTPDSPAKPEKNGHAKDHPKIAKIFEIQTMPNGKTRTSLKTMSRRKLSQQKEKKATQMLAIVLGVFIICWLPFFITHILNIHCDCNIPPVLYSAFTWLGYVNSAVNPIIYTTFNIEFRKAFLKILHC
#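 Potentiation of an EC20 dopamine calcium response is measured in a force-coupled, tetracycline-inducible Hek293 Trex D2 line. Compound-only kinetic reads over 180 s flag agonists before dopamine addition.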
# D1 antagonist = Antagonist of Human D 1 Dopamine Receptor: qHTS; activity change, negative = inhibition, % at 10 µM; HEK293 TREx D1 cells, calcium flux, dopamine EC80; hits give low values; actives 3.2% (n = 360,000); in the data active means activity change below about -30%; further: on the % scale 0 is the no-effect control and ±100 the full control effect
#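 Kinetic fluorescence of a calcium dye serves as the read-out. D1-expressing Hek293 Trex cells, induced overnight at 30 C, are exposed to compound for 180 s before an EC80 dopamine addition, then read 180 s further.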
# Vif-APOBEC3F blk = qHTS for Inhibitors of Vif-A3F Interactions: qHTS | HeLa A3F-eYFP + Vif (tagged APOBEC3F with the HIV-1 protein that degrades it), YFP fluorescence increase | Potency, µM (top dose mostly 46.1 µM), for inactives: at the highest dose activity, negative = active | actives 0.2% (n = 390,000); further: potency means the concentration at half of the fitted maximal effect; % of control where 0% means no effect; nearly all actives have a fitted effect of over 65% in size
#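 HeLa cells stably expressing Vif plus C-terminally eYFP-tagged A3F were seeded, incubated overnight at 37 deg C, dosed with compound, incubated overnight again at 37 deg C. Yellow fluorescence (Ex 488/Em 500-530) reported blocked Vif-mediated A3F-eYFP degradation.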
# RXFP1 antagonist = qHTS Assay for Antagonists of the Relaxin Receptor RXFP1; Relaxin receptor 1 (Homo sapiens), Q9HBX9; HEK293-RXFP1, relaxin-stimulated cAMP HTRF, 30 min; hits give low values; actives 0.59% (n = 350,000); activity change, negative = inhibition, % at 57.5 µM;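 active means activity change of -60% or lower, but not beyond a set lower limit; inconclusive means change between -60% and -40%, or beyond the set limit; inactive means change above -40%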; further: on the % scale 0 is the no-effect control and ±100 the full control effect
# Numbers without * were called inactive; ? = inconclusive; nt = not tested or not shown. Unless noted, the call rests on the fitted dose curve; in most records, active means well fitted curve in the direction sought with a large enough effect; inconclusive means small, poorly fitted or top-dose-only effect, or another doubt; inactive means no such curve, though single readings can be large; an effect the other way counts as inactive or inconclusive. The list is partial; rates above refer to the full screens.
SMILES,RXFP1 agonist,Glioma ERSR ind,D1 potentiator,D1 ag,Vif-A3G inh,D2 PAM,D1 antagonist,Vif-APOBEC3F blk,RXFP1 antagonist
CCOC(=O)C1CCCN(C(=O)c2cc(COc3ccc(C)nc3)on2)C1 (configuration not stated),-2.7%,3.2%,-2.9,9.6,0.6%,1.0,-0.4,-2.9%,1.7
Cc1cc(C(=O)c2ccc(C(C)(C)C)cc2)c(NC(=O)CCl)s1,1.5%,-14.1%,0.3,2.3,-7.7%,2.9,8.3,-0.5%,-7.2
CC(C)CS(=O)(=O)C1=NN2C(=N)/C(=C\c3ccc(OC(=O)c4ccco4)cc3)C(=O)N=C2S1,0.1%,-3.6%,13.8,2.0,-1.6%,8.2,0.1,-8.9%,-16.2
O=C(NCCCN1CCOCC1)C(=O)c1c[nH]c2ccccc12,-3.6%,-3.4%,-2.1,-0.6,-0.3%,nt,-16.8,-3.2%,-12.8
Cc1ccc(S(=O)(=O)NCC2CCC(C(=O)NCCCN3CCC(C)CC3)CC2)cc1 (configuration not stated),nt,-1.9%,nt,nt,-0.6%,nt,nt,6.8%,-4.7
CC(C)NC(=O)NC(=O)COC(=O)CCOc1ccccc1,-1.0%,-1.3%,-0.8,0.3,-3.8%,-6.4,3.4,-6.7%,1.8
CCCCN(C)CCC(=O)Nc1ccc(F)c(F)c1,2.3%,-0.3%,-6.8,8.1,1.4%,-13.5,-11.8,1.8%,-10.3
C[C@H]1CN([C@@H](C)CO)C(=O)CCCn2cc(nn2)CO[C@@H]1CN(C)C(=O)Nc1ccc(N2CCN(C)CC2)cc1,nt,1.0%,nt,nt,1.3%,nt,nt,-3.7%,-12.5
O=C(Nc1ccccc1)P(=O)(O)c1ccccc1,nt,-2.5%,nt,nt,1.8%,nt,nt,-6.3%,4.5
COc1cc(/C=N/NC(=O)c2ccoc2C)cc(OC)c1OC,nt,4.3%,nt,nt,-0.1%,nt,nt,-2.7%,3.9
O=C(NNC(=O)c1ccc2c(c1)OCO2)NC12CC3CC(CC(C3)C1)C2,-0.1%,-1.9%,-0.4,0.2,2.8%,3.8,-11.9,-23.1%,2.1
CC(=O)Nc1ccc(OCC(=O)NCc2ccc(C)cc2)cc1,-0.8%,-3.5%,-5.1,3.4,10.3%,11.9,2.7,-3.3%,0.5
COc1ccc(/C=C/c2c([N+](=O)[O-])c(=O)n(C)c(=O)n2C)cc1OC,1.1%,-0.8%,6.5,5.1,-0.2%,-8.2,-5.3,-21.0%,-18.5
COc1ccc(OC)c(/C=N/NC(=O)Cn2ccnc2C)c1,-1.0%,-1.8%,2.1,4.4,1.6%,-1.6,-2.9,-6.2%,8.0
COc1cc(C(=O)NCc2nnnn2-c2ccc(C)c(C)c2)cc(OC)c1OC,2.7%,-2.6%,-0.1,1.2,3.2%,10.6,-3.9,6.3%,-10.6

# Some of the entries above, reformatted.
molecule | RXFP1 agonist | Glioma ERSR ind | D1 potentiator | D1 ag | Vif-A3G inh | D2 PAM | D1 antagonist | Vif-APOBEC3F blk | RXFP1 antagonist
CCOC(=O)C1CCCN(C(=O)c2cc(COc3ccc(C)nc3)on2)C1 (configuration not stated) | -2.7% | 3.2% | -2.9 | 9.6 | 0.6% | 1.0 | -0.4 | -2.9% | 1.7
Cc1cc(C(=O)c2ccc(C(C)(C)C)cc2)c(NC(=O)CCl)s1 | 1.5% | -14.1% | 0.3 | 2.3 | -7.7% | 2.9 | 8.3 | -0.5% | -7.2
CC(C)CS(=O)(=O)C1=NN2C(=N)/C(=C\c3ccc(OC(=O)c4ccco4)cc3)C(=O)N=C2S1 | 0.1% | -3.6% | 13.8 | 2.0 | -1.6% | 8.2 | 0.1 | -8.9% | -16.2
O=C(NCCCN1CCOCC1)C(=O)c1c[nH]c2ccccc12 | -3.6% | -3.4% | -2.1 | -0.6 | -0.3% | nt | -16.8 | -3.2% | -12.8

# The listing continues:
SMILES,RXFP1 agonist,Glioma ERSR ind,D1 potentiator,D1 ag,Vif-A3G inh,D2 PAM,D1 antagonist,Vif-APOBEC3F blk,RXFP1 antagonist
CCOc1ncccc1C(=O)OCC(=O)Nc1nnc(-c2ccccc2)o1,-0.4%,-1.1%,-6.2,2.7,-2.4%,11.3,8.8,-13.9%,-22.8
O=c1[nH]c(=O)n(C(c2ccccc2)c2ccccc2)cc1Br,0.2%,-5.4%,-11.2,-1.5,-1.5%,-2.7,-3.1,14.9%,-25.8
COc1ccc(CN2CCNC(=O)C2CC(=O)NC2CCCCCCC2)cc1C (configuration not stated),4.3%,-1.1%,5.2,3.2,-0.2%,-4.5,-2.5,0.3%,?
O=C(c1cccs1)N1CCc2c([nH]c3ccccc23)C1c1ccc(Cl)cc1 (configuration not stated),-3.0%,-1.3%,-10.8,3.1,-6.9%,3.5,-12.2,7.4%,-12.8
CNc1nc(OC)nc(N(C#N)CN2C(=O)c3ccccc3S2(=O)=O)n1,-3.3%,5.1%,2.5,11.7,-6.4%,2.8,-4.5,-14.1%,3.0
Cc1ccc(C)c(NC(=O)Cn2cnc3nc4c(cc3c2=O)CCCC4)c1,8.4%,-1.9%,4.4,6.9,-9.9%,-12.1,21.7,3.6%,-7.1
Cc1ccc(-c2cnc(C3CC3)o2)cc1S(=O)(=O)Nc1ccc(F)cc1Cl,-0.2%,nt,-0.3,3.4,nt,4.8,-27.5,nt,0.5
CCOc1ccc(N2C(=O)CN(c3cccc4ccccc34)C2=S)cc1,5.5%,0.3%,3.4,4.5,0.9%,nt,12.2,1.3%,-10.5
CC[C@H](C)[C@H](NS(=O)(=O)c1ccc(C)cc1)C(=O)N1CCC(C(=O)N[C@H](C(=O)O)C(C)C)CC1,0.5%,-3.9%,-6.3,0.7,-1.9%,-0.2,0.5,-6.7%,2.9
COc1ccc(-c2nsc(NC(=O)c3ccccc3Br)n2)cc1,1.6%,0.0%,-3.1,0.5,1.1%,2.7,-11.3,1.0%,-22.0
S=c1[nH]nc(CCc2ccccc2)n1-c1ccccc1,-0.8%,-0.1%,2.3,-1.0,-0.1%,1.9,10.6,-15.3%,-10.2
CCCCC(=NCCc1c(C)[nH]c2ccccc12)C1=C(O)CC(c2ccccc2)CC1=O (configuration not stated),0.1%,-5.8%,-1.9,4.3,?,nt,-6.8,-11.9%,-10.0
O=C(CCC1CCCC1)Nc1cccn(Cc2ccccc2Br)c1=O,1.0%,1.3%,-7.9,4.4,2.8%,8.2,7.9,-3.7%,9.2
CC(=O)Nc1ccc(S(=O)(=O)N2CCN(Cc3cccc([N+](=O)[O-])c3)CC2)cc1,-0.2%,-4.2%,0.6,4.0,-1.5%,-1.4,-13.5,4.8%,-13.4
CSCCC(NC(=O)c1ccco1)C(=O)Nc1ccc(C)cn1 (configuration not stated),0.0%,5.6%,-19.3,0.5,-0.5%,1.2,-34.8*,8.7%,-8.2
COc1ccccc1CN(C)C(=O)CN1C(=O)c2ccccc2C1=O,0.8%,2.1%,-6.3,4.9,0.4%,-19.8,-4.1,2.0%,-5.5
CCN(CC)c1ccc(CNS(=O)(=O)c2cc3c(cc2C)NC(=O)CO3)cc1,16.1%,-1.4%,4.2,0.9,2.9%,-2.7,-2.3,3.0%,?
COc1ccc(OC)c(CCNC(=O)c2cnn(-c3ccccc3Cl)c2C2CCN(C(=O)OC(C)(C)C)CC2)c1,-0.2%,-2.9%,-2.5,2.6,0.9%,-0.9,10.4,2.3%,-34.5
CCOC(=O)C1=C(c2ccccc2)N=C2SCC(=O)N2C1c1ccc(OCC)c(OCC)c1 (configuration not stated),1.6%,-5.3%,2.8,1.2,-1.6%,-7.2,-7.8,1.9%,-2.1
CC(C)CCn1c(N2CCCC2)nc2c1c(=O)[nH]c(=O)n2C,-1.3%,-3.9%,-5.4,3.7,1.7%,13.3,-37.9*,-0.1%,-6.5
CCOc1ccc(C2CC(=O)c3c([nH]c(C(=O)OCC4CCCCC4)c3C)C2)cc1 (configuration not stated),1.3%,-3.4%,-2.5,-0.6,-4.8%,-5.0,4.4,0.2%,-0.9
COc1ccc2c(c1)C1CC(C)(NC(=O)C1C(=O)c1ccccc1)O2 (configuration not stated),1.4%,-2.1%,3.1,-0.4,0.6%,0.9,8.0,4.0%,-13.4
CCOc1ccccc1NC(=O)C1CCCN(S(=O)(=O)c2ccc3c(c2)C(C)(C)C(=O)N3C)C1 (configuration not stated),-2.1%,-2.9%,-5.9,-1.5,2.3%,5.6,-12.4,3.4%,nt
COc1ccccc1N1CCN(C(CNC(=O)C(=O)NCc2ccc(C)cc2)c2cccnc2)CC1 (configuration not stated),0.6%,-4.3%,3.5,3.6,0.5%,7.3,-16.4,0.1%,-19.8
COc1ccc(CNC(=O)C2CCN(C(=O)[C@@H](CC(C)C)NC(=O)OC(C)(C)C)CC2)cc1,-1.2%,nt,-6.3,0.7,nt,11.8,1.9,nt,nt
CCCCN(C)C(=O)c1coc(=O)c2ccccc12,0.9%,-4.7%,-3.4,4.0,-0.9%,-1.4,-1.2,4.9%,-0.5
CN(C)c1nc(Cl)nc2c1nc(Cl)n2C1CCCCO1 (configuration not stated),nt,-5.1%,nt,nt,-0.5%,nt,nt,-0.9%,-4.2
CN(C)CCCNc1ccc(-c2cc(Nc3cccc(Cl)c3)ncn2)cn1,5.3%,-4.9%,-2.9,1.1,7.0%,-4.5,-2.2,-14.5%,nt
Cc1ccc(S(=O)(=O)N2CCOCC2)cc1NC(=O)CNc1ccccc1N1CCCC1=O,-0.2%,-3.4%,-4.5,-0.2,-2.3%,-5.6,8.7,3.7%,-4.1
CCN(CC)S(=O)(=O)c1ccc(C(=O)NCc2n[nH]c(=S)n2Cc2ccccc2)cc1,5.0%,-5.2%,0.9,3.4,-7.2%,1.0,-0.2,0.2%,6.7
Cc1ccc(N2C(=O)CCSC23C(=O)N(Cc2ccccc2)c2ccccc23)cc1 (configuration not stated),-1.7%,0.4%,3.1,-0.5,0.0%,4.5,7.5,-22.1%,-16.7
